Bioassay records deposited in PubChem by Broad Institute.
PAX8 inh HTS – lowers PAX8-driven luciferase in RMG-I cells; RMG-I TPO-luciferase reporter, SteadyGlo, 24 h; inhibition, % at 12.6 µM; 1.2% of 360,000 active;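 active = mean replicate inhibition at least 60% with every replicate also reaching 60%; inconclusive = only one of the two criteria is met; inactive = mean below 60% and not all replicates reaching 60%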;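 also: luciferase light reporting Pax8 driven TPO promoter activity; plate controls were median of neutral control wells for no effect and mitoxantrone controls for full effect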
EWS-Fli block – blocks EWS/Fli oncoprotein-driven transcription. inhibition, % at 12.6 µM. A673 NR0B1-luciferase reporter, viability-normalised. 0.67% of 350,000 active;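 active = mean inhibition of at least 50% after viability correction, with every replicate also passing that limit; inconclusive = mean reaches 50% but only one of two replicates passes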;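 also: firefly luciferase signal divided by Alamar Blue viability fluorescence both relative to DMSO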
XiGFP reactiv – X-chromosome reactivation activator. XiGFP mouse fibroblasts, % GFP-positive cells imaging, 3 d; cells co-treated with 5-aza-dC sensitizer; scaled so ellipticine positive control = 100%. 0.055% of 360,000 active. activation, % at 7.58 µM;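 active = mean normalized replicate activation at least 10% and every replicate at or above 10%; inconclusive = only one of the two criteria met; inactive = mean below 10% and not all replicates reach 10%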;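 also: 0% = median of on-plate neutral control wells and 100% = ellipticine 6 µM median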
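Material: XiGFP fibroblasts, SV40-immortalized. Buffer or medium: DMEM plus 5-aza-dC sensitizer. Compound: single concentration per compound, delivered by pin transfer. Times: 3 days compound exposure. Controls: ellipticine 6 µM.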
ERp5 inh – inhibitors of human ERp5 | inhibition, % at 9.99 µM | ERp5 insulin aggregation, absorbance 650 nm, 90 min | AID 651711 | Q15084 | 0.05% of 350,000 active;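 active = mean replicate inhibition above about 25%, with every replicate also reaching it, limit read from the data, passing the limit was not always enough; inconclusive = only one of those two criteria met; inactive = neither criterion met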
Target sequence (Q15084 whole entry, looked up): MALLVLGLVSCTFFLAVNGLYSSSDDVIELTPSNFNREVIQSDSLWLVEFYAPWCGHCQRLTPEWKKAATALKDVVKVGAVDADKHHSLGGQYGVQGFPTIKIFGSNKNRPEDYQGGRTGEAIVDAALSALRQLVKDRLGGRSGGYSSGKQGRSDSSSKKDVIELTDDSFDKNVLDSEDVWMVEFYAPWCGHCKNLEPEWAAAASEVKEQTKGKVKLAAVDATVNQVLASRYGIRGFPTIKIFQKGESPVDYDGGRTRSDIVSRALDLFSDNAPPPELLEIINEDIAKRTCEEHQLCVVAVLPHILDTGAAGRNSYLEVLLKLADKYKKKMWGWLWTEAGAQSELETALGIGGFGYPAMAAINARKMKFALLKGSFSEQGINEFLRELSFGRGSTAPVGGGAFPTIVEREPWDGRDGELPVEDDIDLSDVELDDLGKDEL
CFTR F508del cor – CFTR F508del correction in bronchial cells | CFBE cells, YFP halide quenching; stimulated with forskolin plus potentiator P3; % fluorescence drop versus neutral controls | 0.36% of 350,000 active | activity (quench increase), % at 7.58 µM;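 active = mean added fluorescence quench of at least 8% versus neutral control, with both replicates also reaching 8%; inconclusive = only one of the mean or replicate conditions met; inactive = mean below 8% and not both replicates reaching 8%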;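 also: cells transiently co-express mutant CFTR-F508del with the halide-sensitive YFP; corrector assay measuring rescue of mutant channel to the surface after 24 h compound exposure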
ARNT TACC3 PPI – ARNT/TACC3 interaction disruption; 0.66% of 390,000 active; Q9Y6A5; AlphaScreen His-ARNT PAS-B/GST-TACC3 binding, luminescence; TACC3 fragment carries E629A point mutation; inhibition, % at 9.99 µM; AID 623870;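 active = mean inhibition of replicates at least 50% and at least half of replicates each reaching 50%; inconclusive = half or more replicates reach 50% but mean below 50%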;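 also: 0% = complete ARNT plus TACC3 wells and 100% = ARNT alone without TACC3; many hits fall short of the cut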
DENV2 CPE rescue – DENV2-induced cell death inhibition; DENV2-infected cells, cytopathic effect rescue, plate reader; CPE inhibition, % at 9.99 µM; 1.7% of 350,000 active; AID 651640; in the data active = CPE inhibition above about 20%, passing the limit was not always enough; inconclusive = no clear call, values can overlap the other calls; tested in BHK-21 cells;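 also: 0% = median of neutral control wells and 100% = median of positive control wells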
GSIS activator – primary screen for activators of insulin secretion dependent on glucose, INS-1E cells, GLuc reporter luminescence; INS-1E GLuc reporter insulin secretion, 2-3 h; activation, % at 16.6 µM; 0.61% of 370,000 active; AID 743287;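 active = lowest replicate activation of at least 40%, so every replicate reaches that level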;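 also: 0% = median of neutral control wells and 100% = median of IBMX positive control wells; some compounds called inactive have numbers as strong as hits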
An asterisk follows results filed as active; ? = inconclusive; · = not tested or not shown.

1: CCCCCC(=O)N1C[C@H](O)[C@@H](n2cc(-c3ccc(F)cc3)nn2)C[C@@H]1c1ccc(C)cc1
2: CC1=CC(C)(C)N2C(=O)C(=O)c3cc(OC(=O)c4ccco4)cc1c32
3: CCNC(=S)N(CCCO)Cc1cc2cc3c(cc2[nH]c1=O)OCCO3
4: COc1cccc(S(=O)(=O)N2C[C@@H](O)COC[C@@H]3O[C@@H](CC(=O)N4CCCCC4)CC[C@H]32)c1
5: CC1CCc2c(sc(NC(=O)CSc3ncn[nH]3)c2C#N)C1 (stereo not drawn)
6: CSCC[C@H](NC(=O)[C@H](Cc1ccccc1)n1c(=O)[nH]c2ccccc2c1=O)C(=O)N[C@@H](Cc1ccccc1)C(=O)O
7: Cc1cc(OCC(=O)OCC(=O)N(C)c2c(N)n(Cc3ccccc3)c(=O)[nH]c2=O)ccc1Cl
8: CC1CCCN(c2nc(N(C)c3ccccc3)nc(N)c2[N+](=O)[O-])C1 (stereo not drawn)

Assay by compound,1,2,3,4,5,6,7,8
PAX8 inh HTS,13,13,4,-2,26,·,-8,-8
EWS-Fli block,-16,?,-12,8,64*,-3,-2,6
XiGFP reactiv,0.1,0.8,0.1,0.0,-0.1,·,0.2,0.1
ERp5 inh,-2,0,2,2,0,-2,5,-5
CFTR F508del cor,0.0,5.4,0.3,-1.1,3.9,3.0,-1.0,0.0
ARNT TACC3 PPI,·,7,2,-5,-4,-15,-7,22
DENV2 CPE rescue,6,-5,-4,29*,4,-9,-4,-5
GSIS activator,-13,-17,-8,1,13,12,-17,-19

9: C[C@@H]1CN([C@@H](C)CO)C(=O)c2cc(NS(=O)(=O)c3ccccc3)ccc2O[C@@H]1CN(C)C(=O)Nc1cccc2ccccc12
10: Cc1cnc(CNC(=O)c2ccc3sc([C@@H]4O[C@H](CO)[C@H](O)[C@H](O)[C@H]4O)nc3c2)cn1
11: Cc1nn(Cc2ccc(Cl)cc2)c2sc(C(=O)O)cc12
12: CCCC(=O)Nc1ccc2c(c1)C(=O)N(C)[C@H]1CC[C@@H](CC(=O)NC3CCCC3)O[C@@H]1CO2
13: COCC(=O)N1CC(=O)N2[C@H](CO)[C@@H](c3ccc(-c4ccccc4C)cc3)[C@H]2C1
14: O=C(NO)c1ccccc1C(F)(F)F
15: Cn1c(/C(C#N)=C(\O)c2cccc(F)c2)nc2ccccc21
16: O=C(COC(=O)Cc1c[nH]c2ccccc12)Nc1cccc2ccccc12

Assay by compound,9,10,11,12,13,14,15,16
PAX8 inh HTS,-3,21,-100,4,·,12,-7,-1
EWS-Fli block,3,-2,7,4,-3,0,14,15
XiGFP reactiv,0.3,0.1,-0.1,0.1,0.3,0.0,0.0,0.3
ERp5 inh,-3,7,-3,1,12,5,4,·
CFTR F508del cor,-0.4,-2.2,-2.8,-1.3,4.4,-4.6,-3.4,·
ARNT TACC3 PPI,10,·,-3,-6,·,-8,-5,-1
DENV2 CPE rescue,-2,-5,-1,-4,-4,-6,-4,·
GSIS activator,-9,39,4,-2,11,3,·,17

17: CC1(C(=O)NS(=O)(=O)c2ccc(Cl)cc2)CCN1C(=O)Cc1ccsc1 (stereo not drawn)
18: COc1ccc2cc(/C=N/NC(=O)c3ccc(CN(c4cccc(Cl)c4Cl)S(C)(=O)=O)cc3)c(Cl)nc2c1
19: CC(C)(C)c1ccc(C(=O)N2CCC(C(=O)NC3CCCCCC3)CC2)cc1
20: Fc1cccc(CSc2ccc(-c3ccc4c(c3)OCO4)nn2)c1
21: C[C@@H]1CCCCO[C@@H](CN(C)Cc2ccc(Cl)c(Cl)c2)[C@@H](C)CN([C@H](C)CO)C(=O)c2cc(NC(=O)Nc3ccc(C(F)(F)F)cc3)ccc2O1
22: C=CCN1C(=O)/C(=c2\sc3nc(=O)c(Cc4ccccc4Cl)nn3c2=O)c2ccccc21
23: O=C(NC1Cc2ccccc2C1)[C@@H]1N[C@@H]2c3ccc(C4=CCCC4)c(=O)n3C[C@@H]2[C@H]1CO
24: CCc1cccc(NC(=O)CCCCCC2NC(=O)NC2C)c1 (stereo not drawn)

Assay by compound,17,18,19,20,21,22,23,24
PAX8 inh HTS,19,17,-42,-35,59,33,·,20
EWS-Fli block,-4,·,-40,-33,1,21,-3,3
XiGFP reactiv,0.2,-0.1,0.0,0.1,0.1,0.1,0.0,0.0
ERp5 inh,1,·,1,-5,-4,1,12,2
CFTR F508del cor,-3.2,·,0.2,1.6,2.1,-1.7,-0.7,-1.3
ARNT TACC3 PPI,·,1,-20,-5,-6,17,10,-5
DENV2 CPE rescue,-7,·,-2,-15,-6,2,-9,·
GSIS activator,7,1,-48,-2,8,8,-6,4

25: C[C@@H]1CN([C@@H](C)CO)C(=O)c2cc(NC(=O)Nc3ccccc3)ccc2O[C@@H]1CN(C)C(=O)Nc1ccc2c(c1)OCO2
26: COCCN(C(=O)CNC(=O)c1ccco1)C(C(=O)NC1CCCCC1)c1cccnc1 (stereo not drawn)
27: C[C@@H]1CN([C@H](C)CO)C(=O)c2cc(NC(=O)Cc3ccccc3)ccc2O[C@H]1CN(C)S(=O)(=O)c1cccs1
28: O=C1CCCc2c1oc1c2CCCC1
29: NC(=O)c1ccc(NC(=O)c2cccc3c2OCCCO3)cc1
30: CC(C)(C)NC(=S)NNC(=O)c1cccc(Br)c1
31: O=C(O)COc1ccc(-c2nc(-c3ccccc3)c(-c3ccccc3)[nH]2)cc1

Assay by compound,25,26,27,28,29,30,31
PAX8 inh HTS,·,8,·,-1,23,-75,-1
EWS-Fli block,-8,-3,-6,1,-2,-29,1
XiGFP reactiv,-0.3,-0.1,0.0,1.5,0.0,0.1,0.2
ERp5 inh,·,1,0,0,5,-2,-4
CFTR F508del cor,1.4,-1.3,0.4,3.4,0.2,-0.9,-1.3
ARNT TACC3 PPI,·,-3,·,3,9,3,·
DENV2 CPE rescue,·,-2,-6,3,2,2,1
GSIS activator,0,10,4,17,2,-11,4

Compounds shown so far with fluorine (5):
1: CCCCCC(=O)N1C[C@H](O)[C@@H](n2cc(-c3ccc(F)cc3)nn2)C[C@@H]1c1ccc(C)cc1
14: O=C(NO)c1ccccc1C(F)(F)F
15: Cn1c(/C(C#N)=C(\O)c2cccc(F)c2)nc2ccccc21
20: Fc1cccc(CSc2ccc(-c3ccc4c(c3)OCO4)nn2)c1
21: C[C@@H]1CCCCO[C@@H](CN(C)Cc2ccc(Cl)c(Cl)c2)[C@@H](C)CN([C@H](C)CO)C(=O)c2cc(NC(=O)Nc3ccc(C(F)(F)F)cc3)ccc2O1

Assay by compound,1,14,15,20,21
PAX8 inh HTS,13,12,-7,-35,59
EWS-Fli block,-16,0,14,-33,1
XiGFP reactiv,0.1,0.0,0.0,0.1,0.1
ERp5 inh,-2,5,4,-5,-4
CFTR F508del cor,0.0,-4.6,-3.4,1.6,2.1
ARNT TACC3 PPI,·,-8,-5,-5,-6
DENV2 CPE rescue,6,-6,-4,-15,-6
GSIS activator,-13,3,·,-2,8
